Source: PubChem BioAssay (National Center for Advancing Translational Sciences (NCATS))
ELG1 genotox = induces genotoxicity in HEK293T cells with luciferase-tagged ELG1 | HEK293T ELG1-luciferase reporter, luminescence, 16 h | Potency, µM (highest dose often 46 µM), for the others: top-dose activity change, positive = activation, hits mostly activators | 1.3% of 330,000 active | AID 504466; note: potency is the fitted concentration of half-maximal effect; % of control where 0% means no effect; nearly all actives have a fitted effect of over 60% in size
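ELG1-luciferase HEK293T cells, 2,000/well; compound pinned in; 16 hr, 37 °C, 5% CO2; ONE-Glo, 30 min RT; luminescence on CCD imager.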
VP16 counter = counter-screen for ROR gamma inhibitors: Gal4-VP16 reporter; Drosophila S2 Gal4-VP16 UAS-luciferase, luminescence, 20 h; Potency, µM (doses to about 53.6 µM), for inactives: at the highest dose activity, negative = inhibition, usual class: inhibitors; 3.5% of 310,000 active; AID 2546;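 note: Gal4-VP16 expression switched on by copper sulfate through the metallothionein promoter; potency is the fitted concentration of half-maximal effect; % is set by controls: 0 for no effect and ±100 for the full control effect; nearly all actives have a fitted effect of over 50% in size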
RORg inh = ROR gamma (mouse) transcription inhibition | 5.4% of 310,000 active | Drosophila S2 Gal4-RORgamma UAS-luciferase reporter, 20 h | P51450 | AID 2551 | Potency, µM (doses to about 53.6 µM), for inactives: top-dose activity change, negative = inhibition, usual class: inhibitors; note: potency is the fitted concentration of half-maximal effect; % is set by controls: 0 for no effect and ±100 for the full control effect; nearly all actives have a fitted effect of over 60% in size
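Stable Schneider cell line, Gal4 DNA-binding domain fused to ROR gamma, UAS-luciferase. Cmpd 1 hr RT → CuSO4 700 uM final → 20 hr RT → luciferase reagent 10 min → luminescence.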
Rab9 prom act = activators of Rab9 promoter | 2.8% of 320,000 active | Huh7 Rab9 promoter-luciferase reporter, luminescence, 24 h | Potency, µM (top dose mostly 9.22 µM), inactives show top-dose activation, negative = inhibition, usual class: activators; note: potency is the fitted concentration of half-maximal effect; % of control where 0% means no effect; nearly all actives have a fitted effect of over 60% in size
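Promoter activation is measured as luciferase luminescence in Huh7 cells stably transfected with a Rab9 promoter–luciferase construct, following 24 h compound exposure at 37 °C and 10 min reagent incubation at ambient temperature.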
PKM2 act = PKM2 (human) enzyme activation. P14618. purified PKM2, Kinase-Glo ATP luminescence, activation; response scale: 0% is enzyme alone, no compound. Potency, µM (highest dose often 57.5 µM), without a hit: top-dose activation, actives largely listed as activators. 0.34% of 260,000 active. AID 1631; note: potency is the fitted concentration of half-maximal effect; % is set by controls: 0 for no effect and ±100 for the full control effect; nearly all actives have a fitted effect of over 55% in size
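ATP formation by purified human PK-M2, quantified via coupled luciferase luminescence after 1 h at room temperature with 0.1 mM ADP and 0.5 mM PEP final.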
BRCA1 expr up = increases BRCA1 expression. MCF7-BRCA1-FFLuc reporter, luminescence, 48 h; response scale: scaled: vehicle 0%, 10 µM genistein 100%. Potency, µM (doses to about 46.1 µM), without a hit: at the highest dose activation, hits mostly activators. 1.1% of 380,000 active; note: potency is the fitted concentration of half-maximal effect; nearly all actives have a fitted effect of over 80% in size; some results filed as inactive show a strong effect at the top dose
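MCF7 cells carrying a BRCA1-firefly luciferase reporter (2000 cells/well, phenol-red free MEM) were attached for 2 h at 37 °C, then given compounds for 48 h. Luminescence was read 15 min after luciferase reagent; activity normalized to genistein (10 microM) and DMSO.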
p53 reactivation = re-activators of mutant p53; H1299 p53-A138V BP100-luciferase reporter, luminescence, 24 h; Potency, µM (titrated, usually from 92.2 µM), without a hit: at the top dose activity change, positive = activation, most hits filed as activators; 0.063% of 320,000 active; note: potency is the fitted concentration of half-maximal effect; % of control where 0% means no effect; nearly all actives have a fitted effect of over 45% in size
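H1299 (p53-null), stable ts p53-A138V + BP100-Luc; 1000 cells/well, Opti-MEM/10% FBS; cpd 4 pt, 1:5; 24 h, 37 deg C, 5% CO2; detection reagent 10 min RT; luminescence.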
Giardia killer = kills Giardia lamblia; 0.15% of 340,000 active; Giardia lamblia trophozoite viability; activity change, % at 7.66 µM, hits read low; in the data active = activity change below about -80%; inconclusive = between about -30% and that limit;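 note: parasites exposed to compound for two days anaerobically before the ATP read; % is set by controls: 0 for no effect and ±100 for the full control effect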
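Killing of trophozoites was scored by loss of ATP luminescence after a 48 hrs anaerobic exposure to compounds at 37 deg C, using 100 cells per well.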
NPC1 prom act = NPC1 promoter activation; Huh7 NPC1 promoter luciferase reporter, 24 h; AID 485313; Potency, µM (titrated, usually from 9.22 µM), for inactives: at the top dose activation, most hits filed as activators; 2.4% of 320,000 active;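 note: potency is the fitted concentration of half-maximal effect; % of control where 0% means no effect; nearly all actives have a fitted effect of over 60% in size; reporter is driven by a mutant NPC1 promoter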
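Luciferase expression driven by the NPC1 promoter was measured in stably transfected Huh7 cells after a 24 h compound incubation, using a luciferase reagent and a luminescence read.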
Menin MLL FP TR = menin-MLL binding inhibition, Texas Red mutant peptide | O00255 | Menin + Texas Red MLL mutant peptide, fluorescence polarization | Potency, µM (titrated, usually from 61.6 µM), for inactives: top-dose FP activity change, negative = inhibition, usual class: inhibitors | 0.23% of 270,000 active | AID 1768; active = well fitted inhibition curve with a large enough effect in the polarisation, with a control signal flat, not every such curve was filed as active; inconclusive = small, poorly fitted or top-dose-only effect, or effect the other way, or a change in a side signal; inactive = no such curve, though single readings can be large or run the other way; the % refers to the polarisation; note: potency is the fitted concentration of half-maximal effect; % of control where 0% means no effect; many of its hits are not listed in these tables
Target sequence (O00255 whole entry, looked up): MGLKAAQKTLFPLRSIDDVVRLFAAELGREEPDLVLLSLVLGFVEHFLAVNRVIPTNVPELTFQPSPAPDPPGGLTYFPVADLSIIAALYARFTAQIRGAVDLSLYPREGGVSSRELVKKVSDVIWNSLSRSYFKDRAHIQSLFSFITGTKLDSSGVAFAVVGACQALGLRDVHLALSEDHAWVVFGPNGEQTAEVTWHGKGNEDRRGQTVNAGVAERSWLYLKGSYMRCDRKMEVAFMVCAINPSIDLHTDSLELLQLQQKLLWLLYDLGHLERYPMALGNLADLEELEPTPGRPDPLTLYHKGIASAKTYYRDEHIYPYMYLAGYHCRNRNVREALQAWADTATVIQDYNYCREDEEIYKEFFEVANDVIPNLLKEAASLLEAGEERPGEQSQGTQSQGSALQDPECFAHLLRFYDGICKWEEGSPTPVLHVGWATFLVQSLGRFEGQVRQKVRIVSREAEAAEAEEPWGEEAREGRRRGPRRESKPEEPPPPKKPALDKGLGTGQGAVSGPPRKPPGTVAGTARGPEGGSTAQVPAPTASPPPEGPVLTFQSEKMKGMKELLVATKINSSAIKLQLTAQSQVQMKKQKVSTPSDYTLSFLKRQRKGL
FLuc modulator = firefly luciferase modulation, counter-screen for miR-21 project; Potency, µM (highest dose often 57.5 µM), for the others: at the top dose activity change, negative = inhibition, actives largely listed as inhibitors; purified FLuc, Km substrates, luminescence inhibition; AID 588342; 6.9% of 360,000 active; P08659;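 note: potency is the fitted concentration of half-maximal effect; plate controls were vehicle for no effect and reference inhibitor for full effect; nearly all actives have a fitted effect of over 55% in size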
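Biochemical qHTS of compounds, final roughly 60 µM downward over six points, against 10 nM purified firefly luciferase using Km concentrations of substrates (10 uM D-luciferin, 10 uM ATP) in Tris acetate pH 7.5 buffer; luminescence output.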
Numbers without * were called inactive; u = inconclusive; x = no result given; [ ] = another dose, or the depositor's remark. Unless noted, calls come from the whole dose curve; as a rule, active = well fitted curve in the direction sought with a large enough effect; inconclusive = small, poorly fitted or top-dose-only effect, or another doubt; inactive = no such curve, though single readings can be large; an effect the other way counts as inactive or inconclusive.

SMILES | ELG1 genotox | VP16 counter | RORg inh | Rab9 prom act | PKM2 act | BRCA1 expr up | p53 reactivation | Giardia killer | NPC1 prom act | Menin MLL FP TR | FLuc modulator
CCOc1ccc(CC(=O)C2C(=O)CC(C)(C)CC2=O)cc1OCC | 0% | 5% | -12% | 5% | -9% | 1% | u | 10 | -3% | -13% | -1%
COC(=O)CCC(=O)N1CCc2cc(S(=O)(=O)N3CCc4ccccc43)ccc21 | 1% | 1% | 34% | -1% | 13µM* | -22% | -35%[inhibitor] | -19 | 1% | -5% | 1%
O=C(NCC(=O)N1CCN(S(=O)(=O)c2cccc(F)c2)CC1)c1ccc(Br)o1 | -8% | x | x | 2% | x | -3% | -3% | -2 | -1% | x | 0%
CCn1cc(C(=O)N(C)c2cc(C)ccc2OC)c2cc(OC)c(OC)cc2c1=O | -1% | -6% | -2% | -1% | x | -26% | -5% | -7 | -2% | u | -1%
CS(=O)(=O)N(CC(=O)Nc1ccccc1C(=O)N1CCCC1)c1ccc2c(c1)OCO2 | 2% | -10%[10 µM] | -6% | -13% | 1% | 0% | 1% | -5 | -2% | -7% | -1%
c1ccc(Nc2nc(-c3ccncc3)cs2)nc1 | 1.5µM* | 1% | 29% | 1.6µM* | -14% | 4% | u | -17 | 2.2µM* | 15% | 4.8µM*
COc1ccc(OC)c(NC(=O)c2nc(-c3ccccc3)oc2C)c1 | 0% | -7% | 6% | -9% | -4% | -49% | -3% | 14 | 0% | -7% | 2%
COc1cc(OC)cc(C(=O)Nc2cccc(NC(C)=O)c2)c1 | -2% | 1% | -3% | -7% | -19% | 5% | 9% | -5 | 0% | 11% | -8%
CCOC(=O)N1CCN(C(=O)c2cc3c(s2)-c2ccccc2OC3)CC1 | 3% | u | u | -5% | -4% | 9% | 0% | 6 | -1% | 6% | 1%
CCOC(=O)c1cccc(NC(=O)C2CCCN(S(=O)(=O)c3cnc[nH]3)C2)c1 (centres undefined) | 0% | -2% | 12% | -6% | 1% | 13% | -3% | 25 | 12% | 1% | 2%
COc1cc(SC)ccc1C(=O)OCC(=O)NCC(C)C | 10% | -2% | 13% | -3% | 7% | 4% | 0% | -6 | -3% | -15% | -19%
O=C(OC1CCOC1=O)c1ccccc1C(=O)c1ccc(Cl)c([N+](=O)[O-])c1 (centres undefined) | 11% | x | x | -3% | x | -17% | -25% | -5 | -7% | x | 1%
COCc1cc(N2CCCCC2)nc(-c2ccccc2)n1 | 0% | 8% | 13% | -5% | x | 7% | -5% | -1 | 1% | -13% | -13%
O=C1SCCC1NS(=O)(=O)c1ccc([N+](=O)[O-])cc1 (centres undefined) | -1% | -5% | -18% | 1% | 6% | -8% | 4% | 2 | 2% | u | 0%
CCc1nnc(NC(=O)CSc2nnc(C(C)NC(=O)c3ccccc3)n2C)s1 (centres undefined) | x | -20% | 2% | 2% | x | -12% | x | -21 | -1% | 2% | 1%
Cc1ccc(NCC(O)Cn2cnc3c2c(=O)n(C)c(=O)n3C)cc1 (centres undefined) | -4% | 3% | 25% | -2% | 4% | -11% | -3% | 34[activator] | -3% | x | 1%
COc1ccccc1CNC(=O)CC(NS(=O)(=O)c1ccc(C)cc1)c1ccco1 (centres undefined) | -5% | -10% | -9% | -8% | -7% | 4% | 32% | -20 | 0% | -8% | 0%
CC(C)(C)NC(=O)NC(=O)COc1ccccn1 | -5% | 7% | 1% | 0% | -1% | 0% | 17% | 0 | -1% | 0% | 3%
COc1ccc(S(=O)(=O)N2CCc3ccccc32)cc1C(=O)N1CCN(C=O)CC1 | 0% | x | x | 5% | x | -1% | -5% | -4 | 1% | x | 3%
CC(=O)NC(=O)NC1CSCC1OC(C)=O (centres undefined) | 0% | -7% | 5% | -4% | -3% | 1% | 4% | -9 | 1% | -2% | 5%
CCn1c(SCC(=O)NNC(=O)Cc2ccccc2)nnc1-c1ccncc1 | -5% | 1% | 17% | -9% | -20% | -13% | 0% | 2 | -3% | -6% | 0%
Cc1ccc(S(=O)(=O)c2nc(-c3ccc(F)cc3)oc2N2CCOCC2)cc1 | 3% | 1% | -2% | -2% | 3% | -5% | -5% | 11 | -1% | -20% | 1%
Clc1ccc(OCCOCCOc2cccc3cccnc23)c(Br)c1 | -4% | -16% | 14%[10 µM] | 0% | 7% | -59% | -1% | -6 | -6% | 21% | -1%
COc1ccc(N2CCN(C3CCCN(C(=O)CN4CCOC4=O)C3)CC2)cc1 (centres undefined) | 3% | -11% | -7% | 2% | 0% | -3% | -4% | 16 | 3% | x | 3%
COC(=O)[C@H]1[C@H](C(=O)OC)[C@@H](C(=O)OC)N(c2ccc(OC)cc2)[C@@H]1C(=O)OC | -1% | -14% | 5% | -1% | 0% | -5% | 3% | 10 | 0% | -2% | 2%
O=C(NC1CCCC1)c1ccc(Cl)s1 | 7% | -8% | 15% | 15% | 0% | 31% | 7% | -6 | 1% | x | -7%
Cc1cc(C(=O)N/N=C/c2cccc([N+](=O)[O-])c2O)n[nH]1 | -3% | u | 13µM* | -6% | -3% | -52% | 18% | 9 | 2% | 1% | 15µM*
CC1CCN(c2c(NCC3CCC(C(=O)N4CCCC(C)C4)CC3)c(=O)c2=O)CC1 (centres undefined) | -1% | -6% | -23% | -8% | 3% | -10% | -9% | -16 | -1% | -14% | 0%
CCC1Nc2ncnc(N3CCOCC3)c2N(Cc2ccccc2)C1=O (centres undefined) | 6% | x | x | -6% | x | 5% | 0% | -9 | 1% | x | -2%
Cc1ccc(NC(=O)CNC(=O)OCc2ccccc2)cc1C | 4% | 15% | 17% | -2% | 5% | -4% | 3% | u | -2% | 15% | -17%
CCOC(=O)c1ccc(S(=O)(=O)n2c(=O)oc3ccccc32)cc1 | -2% | x | x | 0% | x | 0% | 12% | -17 | -4% | x | -3%
CCOc1cc(/C=C2\CCCC(C(=O)C(F)(F)F)=C2O)ccc1O | -3% | -21% | u | 1% | -1% | -41% | 22% | 15 | -3% | 25% | -19%
COC(=O)c1ccc(COC(=O)c2ccc(CS(=O)(=O)c3ccc(C)cc3)cc2)cc1 | 0% | -10% | -5% | 13% | -5% | 2% | 1% | -8 | 0% | -8% | -2%
COc1ccc(C2Nc3ccccc3C(=O)N2c2ccc(C)cc2)cc1Cn1nnc2ccccc21 (centres undefined) | u | -1% | 45% | u | u | 74% | 47% | 2 | u | -8% | -10%
CCN1CCN(Cc2cccc(Oc3ccccc3)c2)CC1 | 1% | 1% | -32% | 1% | -16% | -3% | 1% | 16 | 1% | -18% | 0%
Cc1ccc(S(=O)(=O)N2CCN(C(=O)COC(=O)C3CCC3)CC2)cc1 | 1% | x | x | -1% | x | -7% | -5% | -23 | -1% | x | 2%
O=C(CCCc1ccccc1)NCCc1ccc(F)cc1 | -2% | u | 24% | 2% | -4%[11.5 µM] | 39% | 6% | 1 | 2% | -31% | -17%
CCCn1nc2cc(C(=O)NCc3ccc(OC)cc3)ccc2c1OCC | -2% | -2% | -14% | -1% | -4% | 22% | 0% | -8 | -4% | -8% | -8%
C/C(=N\NC(=O)CNC(=O)c1ccc(Br)cc1)c1ccco1 | 1%[9.26 µM] | -12% | -3% | 7% | x | -1% | 0% | -8 | -4% | u | 0%
Cc1cc(C)c(C(=O)COC(=O)CCNS(=O)(=O)c2c(Cl)cccc2Cl)cc1C | 0% | 2% | -8% | 1% | 4% | -14% | 3% | -9 | -2% | -6% | -3%
Cc1ccc([N+](=O)[O-])c(OCCN2CCc3ccccc3C2)c1 | -3% | 4% | 9% | 5% | -1%[11.5 µM] | 14% | u | -10 | -3% | -12% | u
COC(=O)c1ccccc1NC(=O)Nc1cnccn1 | 0% | -1% | -13% | -1% | -12% | 0%[1.84 µM] | 6% | -3 | 0% | -11% | 4%
CC(NC(=O)c1nn(C)c2c1CS(=O)(=O)c1ccccc1-2)c1ccccc1 (centres undefined) | -3% | 0% | 10% | -5% | -1%[0.46 µM] | -3% | -3% | 3 | -1% | 7% | 4%
O=c1cc(CO)oc(CN2CCC(Cc3ccccc3)CC2)c1O | -2% | -10% | -15% | 23% | 0% | -17% | -12% | -14 | 2% | 1% | 2%
Cn1c(=O)[nH]c2nc[nH]c2c1=O | -10% | 0% | -17% | -5% | x | -8% | 5% | 3 | 1% | 1% | 0%
Cc1nn(CC(=O)Nc2ccccn2)c(=O)c2ccccc12 | -1% | 2% | 20% | -4% | -11% | 2% | 7% | -15 | 2% | 8% | -1%
CCN(CC)S(=O)(=O)c1cccc(C(=O)N2CCCCC2)c1 | 1% | 12% | -9% | -4% | -1% | 7% | 0% | 11 | -2% | 20% | 5%

Some of the compounds tested; rates above refer to the full screens.
